Screening data: PubChem BioAssay, several laboratories
NTR1 ag – agonists of NTR1, primary screen, imaging, U2OS cells, beta-arrestin-GFP, high content (AID 493036) | Neurotensin receptor type 1 (Homo sapiens), P30989 | NTR1-U2OS beta-arrestin-GFP spot imaging, agonist mode | activation, % at 20 µM | 0.17% of 330,000 active;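 active = activation at or above 40% of the spot to cytoplasm intensity ratio, with at least 20 cells analyzed; inconclusive = wells under 20 cells, flagged as cytotoxic or low count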;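 note: 0% = DMSO without peptide and 100% = 100 nM NTR1 peptide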
Target sequence (P30989 whole entry, looked up): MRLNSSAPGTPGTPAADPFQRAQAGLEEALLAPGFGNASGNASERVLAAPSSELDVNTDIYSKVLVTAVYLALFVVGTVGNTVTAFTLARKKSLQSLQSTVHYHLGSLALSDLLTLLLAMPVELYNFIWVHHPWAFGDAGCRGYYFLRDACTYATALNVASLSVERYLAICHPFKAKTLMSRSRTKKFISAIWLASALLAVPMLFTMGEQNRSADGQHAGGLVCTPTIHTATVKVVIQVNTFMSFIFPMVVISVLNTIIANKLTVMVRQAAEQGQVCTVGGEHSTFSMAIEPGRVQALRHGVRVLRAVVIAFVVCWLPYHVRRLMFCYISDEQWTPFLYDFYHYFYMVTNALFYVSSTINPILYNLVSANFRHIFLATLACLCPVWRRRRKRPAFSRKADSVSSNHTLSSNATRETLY
RSV antiviral HEp-2 – RSV antiviral activity via CPE protection, HEp-2 cells, primary 10 µM value included (AID 2391); one-dose CPE inhibition, % at 10 µM; IC50 in µM for titrated hits; 0.13% of 310,000 active; HEp-2 cells, RSV-induced CPE inhibition; higher % means a stronger effect; in the data active = a potency from the dose series; inconclusive = CPE inhibition mostly from about 23% at the one dose, without a potency; inactive = the rest, 99 in 100 with CPE inhibition below about 21%; note: strong numbers were not always called active
SV40 large T antigen – SV40 large T antigen inhibitors, biochemical (AID 1903). SV40 large T antigen ATPase/helicase inhibition assay; higher % means a stronger effect. one-dose inhibition, % at 20 µM; IC50 in µM for titrated hits. 0.39% of 310,000 active; in the data active = a potency from the dose series; inconclusive = inhibition mostly from about 32% at the one dose, without a potency; inactive = the rest, 99 in 100 with inhibition below about 32%; note: strong numbers were not always called active
AID2073 – inhibitors of Mint1-CaV2.2 protein interaction, biochemical, HTRF (AID 2073); 0.19% of 290,000 active; HTRF protein-protein interaction, Mint1-CaV2.2; higher % means a stronger effect; one-dose inhibition, % at 20 µM; IC50 in µM for titrated hits; in the data active = inhibition mostly above about 51%, no sharp cut-off; inconclusive = no clear call, values can overlap the other calls; inactive = mostly below about 53%; note: some results filed as inactive read as strong as hits
MgcRacGAP inhibition – MgcRacGAP GTPase-activating activity inhibitors, confirmation, biochemical, ADP Hunter fluorescence; AID 624330, 2012; Rac GTPase-activating protein 1 (Homo sapiens); inhibition, % at 30 µM; hits with a dose series show IC50 in µM; MgcRacGAP-stimulated Rac1 GTP hydrolysis, ADP Hunter fluorescence; higher % means a stronger effect; GST-tagged Rac1 F28L mutant substrate; 0.6% of 340,000 active;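 active = first-screen hits whose inhibition reached a set limit at any dose in the follow-up dose series; inconclusive = inhibition above the set first-screen limit but never retested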;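 note: fluorescence reports GDP produced by GAP-driven GTP hydrolysis; strong numbers were not always called active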
Dengue-2 NS5 capping – Dengue-2 NS5 methyltransferase inhibitors, primary screen, biochemical, confirmation dose response (AID 588689); Dengue-2 NS5 methyltransferase capping enzyme assay, biochemical; higher % means a stronger effect; Genome polyprotein (Dengue virus type 2 (strain 16681-PDK53)); 0.3% of 340,000 active; one-dose inhibition, % at 25 µM; IC50 in µM for titrated hits; in the data active = a potency from the dose series; inconclusive = inhibition above about 29% without an active follow-up result
West Nile virus CPE – West Nile virus antiviral activity, cell-based, CPE readout (AID 1621) | West Nile virus-infected cells, CPE inhibition; higher % means a stronger effect | CPE inhibition, % at 10 µM, or IC50 in µM where a hit was titrated | 0.02% of 290,000 active; in the data active = a potency from the dose series; inconclusive = CPE inhibition mostly from about 3.7% at the one dose, without a potency; inactive = the rest, 99 in 100 with CPE inhibition below about 2.2%; note: strong numbers were not always called active
K1F lysis inhibition – inhibition of K1F phage lysis, E. coli UTI89, bacterial capsule biogenesis inhibitors, alamar blue (AID 488966); one-dose inhibition, % at 100 µM; IC50 in µM for titrated hits; E. coli UTI89 K1F phage lysis, alamar blue, 2 h; higher % means a stronger effect; 0.02% of 340,000 active;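 active = phage lysis inhibition, versus mean bacterial control, above a set limit; inconclusive = no clear call, values can overlap the other calls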;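 note: capsule biogenesis inhibitors block K1F phage lysis so surviving cells raise fluorescence; higher fluorescence means more inhibition of phage lysis; actives were called in the ten point dose series up to 300 µM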
SIAH1 antagonists – Siah-1 peptide-binding antagonists, primary screen, biochemical, fluorescence polarization, rhodamine-plectin, uHTS (AID 1817). 0.02% of 290,000 active. Siah-1 / rhodamine-plectin peptide fluorescence polarization; higher % means a stronger effect. displacement, % at 20 µM, or IC50 in µM where a hit was titrated;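 active = displacement of at least 50% at 20 µM, with a fluorescence ratio check between 0.3 and a set limit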;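 note: plate controls were Siah plus tracer with DMSO for no effect and tracer alone without Siah for full effect; strong numbers were not always called active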
NTR1 ag cell count 20 µM – second read-out of NTR1 ag, no call of its own (marks repeat the call); cell count; measured here: cell count, cytotoxicity flag
Dengue-2 NS5 capping pilot replicate – also measured in Dengue-2 NS5 capping; calls as there; inhibition, %; measured here: pilot screen replicate inhibition
An asterisk follows results filed as active; ? = inconclusive; . = not tested or not shown; & = joins results of further samples; [ ] = remark or other dose.

SMILES	NTR1 ag	NTR1 ag cell count 20 µM	RSV antiviral HEp-2	SV40 large T antigen	AID2073	MgcRacGAP inhibition	Dengue-2 NS5 capping	West Nile virus CPE	K1F lysis inhibition	SIAH1 antagonists	others
CCCOc1nc2c(c(=O)n(C)c(=O)n2C)n1C	0.1	78	2.1%	15.3%	0.0%	4.9%	-5.2%	-0.2%	0.1%	3.9%
CC(=O)Oc1cc(C(=O)OCC(=O)N2CCc3ccccc3C2)cc(OC(C)=O)c1OC(C)=O	1.1	51	.	.	.	-19.6%	-1.9%	.	-0.7%	.
Cc1ccc(-c2c[n+](Cc3ccc(Cl)cc3)c3n2CCC3)cc1	0.3	56	.	10.5%	-1.6%	2.9%	-0.8%	1.6%	-0.4%	2.0%
COC(=O)C1=C(C)N(c2ccc(OC)cc2)C(C)=C(C(=O)OC)C1c1ccc(OC)cc1	-0.2	34	5.1%	0.6%	41.5%	.	.	-0.7%	.	3.3%
CC(C)CNC(=O)C(=O)NCCC1CCCCN1S(=O)(=O)c1cccs1 (stereo not drawn)	-0.2	61	0.0%	13.5%	.	2.8%	3.7%	.	0.3%[50 µM]	.
Cc1onc(-c2ccccc2)c1C(=O)Nc1ccccc1C#N	-1.3	71	1.9%	-1.7%	-1.2%	-6.4%&5.0%	-3.7%&0.7%	-0.7%	-1.4%&-2.2%	-0.8%
CCOC(=O)N1CCC(NC(=O)c2cc(C(=O)Nc3cccc(C(F)(F)F)c3)ccc2CO)CC1	0.6	93	5.7%	4.4%	7.0%	9.5%	-5.3%	0.2%	0.2%	1.5%
CCN(CC)S(=O)(=O)c1ccc2oc(C(=O)NCCCN3CCOCC3)c(C)c2c1	0.3	44	-0.9%	11.6%	-10.0%	6.0%	1.4%	0.1%	3.7%	-2.4%
COc1ccc(/C=C(\NC(=O)c2ccccc2)C(=O)NCCC(=O)O)cc1	-1.5	51	-0.5%	-1.5%	10.9%	6.7%	0.0%	-0.2%	0.2%	1.0%
Cc1cccc(NC(=O)COC(=O)c2ccccn2)c1	0.2	66	0.8%	7.9%	2.2%	0.6%	-0.8%	-0.4%	0.4%	-0.4%
CC(C)[C@H](NC(=O)c1ccco1)C(=O)NCc1ccccc1	-1.6	58	1.2%	-2.2%	6.3%	6.4%	-15.0%	-0.2%	-0.3%	-2.1%
CCCCNC(=O)CC1N=C2c3ccccc3N=C(SCC(=O)Nc3cccc(C)c3)N2C1=O (stereo not drawn)	0.3	52	6.0%	-14.9%	-18.1%	1.2%	-1.6%	-1.0%	3.5%	-4.0%
COc1ccc(CS(=O)(=O)c2ncn[nH]2)cc1	0.4	101	0.8%	15.5%	8.0%	5.7%	-2.6%	-0.9%	-0.1%	-2.9%
C[C@H](CO)N1C[C@H](C)[C@@H](CN(C)Cc2ccc(C(=O)O)cc2)Oc2c(NS(=O)(=O)c3cccs3)cccc2C1=O	-1.2	45	.	.	.	5.0%	2.3%	.	0.2%	.	Dengue-2 NS5 capping pilot replicate=-3.3
CCC(CO)Oc1cc(NC(=O)c2ccccc2[N+](=O)[O-])c2ncn(C(C)C)c2c1 (stereo not drawn)	-1.5	59	.	.	.	0.4%	4.8%	.	0.8%	.
O=C(COc1ccc(Cl)cc1Cl)NN=C1CCCCC1	1.1	92	1.4%	4.5%	-3.2%	9.3%	-18.1%	-0.4%	0.2%	3.2%
O=C(NNc1nc2cc3c(cc2s1)OCCO3)c1ccccc1	-1.3	32	7.8%	15.0%	17.0%	4.9%	-16.3%	-0.4%	0.1%	-1.9%
Cc1ccc(S(=O)(=O)N2CCN(C(C)C(=O)NCC(C)c3ccccc3)CC2)cc1 (stereo not drawn)	0.4	41	.	.	.	1.2%	3.0%	.	0.1%[50 µM]	.
CCOC(=O)C1CCN(CC(O)COc2ccc(C(C)(C)CC)cc2)CC1 (stereo not drawn)	-0.1	50	-0.6%	-0.2%	-5.5%	1.0%	-2.1%	0.7%	0.7%	-2.7%
CCc1ccccc1NC(=O)c1ccc(S(=O)(=O)NCC2CCCO2)cc1 (stereo not drawn)	0.7	39	8.6%	7.1%	-4.1%	2.4%	6.6%	-0.3%	0.0%	-1.0%
COc1ccc2ccccc2c1CN(C)Cc1ccccc1	0.2	48	-0.9%	5.2%	-4.2%	14.2%	3.1%	-0.5%	7.9%	4.0%
COC(=O)Nc1ccc2c(c1)N(C(=O)CCN1CCN3CCCC3C1)c1ccccc1CC2 (stereo not drawn)	-0.3&0.4	56&82	1.3%&-0.1%	2.4%	-1.6%&-16.6%	6.7%&12.6%	-4.0%&-2.7%	-0.1%	5.3%&0.2%	1.5%&-4.4%
CCOc1ccc(C(=O)Nc2nncs2)cc1OCC	1.2	50	2.5%	13.3%	10.6%	3.8%	0.0%	0.1%	6.6%	2.8%
COc1cccc(CNC(=O)C2CSC3(C)CCC(=O)N23)c1 (stereo not drawn)	-1.0	53	0.5%	22.2%	.	5.3%	-8.7%	.	0.5%[50 µM]	.
CC1CCCCN1CCNC(=O)C1CCN(S(=O)(=O)c2cccc3cccnc23)CC1 (stereo not drawn)	0.3	50	0.4%	-4.5%	6.9%	2.9%	3.0%	-0.5%	3.0%	0.2%
CC(=O)c1cccc(S(=O)(=O)N2CCCC(c3nc4c(nnn4Cc4cccc(Cl)c4)c(=O)[nH]3)C2)c1 (stereo not drawn)	4.5	44	69.9%	5.4%	?	4.0%	-6.2%	0.1%	0.2%	7.7%
CN1C(=O)[C@@H]2[C@@H]3C[C@@H]([C@H]4ON=C(c5ccc(Cl)cc5Cl)[C@@H]34)[C@@H]2C1=O	-1.4	42	4.8%	-0.2%	16.9%	2.8%	-4.4%	-0.2%	3.0%	1.4%
COc1cc2[nH]c(=O)n(CCC(=O)NCCCN3CCN(c4ccccc4F)CC3)c(=O)c2cc1OC	-1.0	57	2.5%	7.2%	28.1%	10.4%	1.6%	-0.8%	0.4%	-5.3%
CC1=C(C)CC2C(=O)N(Cc3ccccc3)C(=O)C2C1 (stereo not drawn)	-1.5	51	2.4%	3.6%	5.1%	3.8%	-3.1%	0.2%	0.0%[50 µM]	-0.5%
CCC(C(=O)NC(C)(C)C)N(Cc1ccc(F)cc1)C(=O)c1snc(C(N)=O)c1N (stereo not drawn)	1.3	57	0.4%	-1.9%	6.5%	-5.4%	-3.1%	-1.2%	-0.2%	-7.1%

Structural class: those above with a Cl atom
SMILES	NTR1 ag	NTR1 ag cell count 20 µM	RSV antiviral HEp-2	SV40 large T antigen	AID2073	MgcRacGAP inhibition	Dengue-2 NS5 capping	West Nile virus CPE	K1F lysis inhibition	SIAH1 antagonists	others
Cc1ccc(-c2c[n+](Cc3ccc(Cl)cc3)c3n2CCC3)cc1	0.3	56	.	10.5%	-1.6%	2.9%	-0.8%	1.6%	-0.4%	2.0%
O=C(COc1ccc(Cl)cc1Cl)NN=C1CCCCC1	1.1	92	1.4%	4.5%	-3.2%	9.3%	-18.1%	-0.4%	0.2%	3.2%
CC(=O)c1cccc(S(=O)(=O)N2CCCC(c3nc4c(nnn4Cc4cccc(Cl)c4)c(=O)[nH]3)C2)c1 (stereo not drawn)	4.5	44	69.9%	5.4%	?	4.0%	-6.2%	0.1%	0.2%	7.7%
CN1C(=O)[C@@H]2[C@@H]3C[C@@H]([C@H]4ON=C(c5ccc(Cl)cc5Cl)[C@@H]34)[C@@H]2C1=O	-1.4	42	4.8%	-0.2%	16.9%	2.8%	-4.4%	-0.2%	3.0%	1.4%

The listing picks up; the 2 compounds before the break are reprinted first.
SMILES	NTR1 ag	NTR1 ag cell count 20 µM	RSV antiviral HEp-2	SV40 large T antigen	AID2073	MgcRacGAP inhibition	Dengue-2 NS5 capping	West Nile virus CPE	K1F lysis inhibition	SIAH1 antagonists	others
CC1=C(C)CC2C(=O)N(Cc3ccccc3)C(=O)C2C1 (stereo not drawn)	-1.5	51	2.4%	3.6%	5.1%	3.8%	-3.1%	0.2%	0.0%[50 µM]	-0.5%
CCC(C(=O)NC(C)(C)C)N(Cc1ccc(F)cc1)C(=O)c1snc(C(N)=O)c1N (stereo not drawn)	1.3	57	0.4%	-1.9%	6.5%	-5.4%	-3.1%	-1.2%	-0.2%	-7.1%
CCC(=O)Nc1nc2ccccc2n1Cc1ccc(C)cc1	-0.2	49	-1.2%	11.1%	-1.2%	7.1%	-2.7%	-0.6%	0.0%	-1.3%
Cc1ccc(N2C(=O)CCC(C(=O)O)C2c2cccs2)cc1 (stereo not drawn)	-0.6	56	2.0%	3.0%	11.9%	4.8%	-5.8%	0.0%	0.1%	-2.6%
O=C(CN1CCOCC1)Nc1ccccc1Sc1ccccc1	0.9	84	0.3%	4.9%	-0.9%	12.0%	3.6%	-1.4%	0.2%	-0.9%
CCc1ccccc1N(CC(=O)NC1CCCCC1)C(=O)CCCC(=O)Nc1ccccn1	0.6	57	1.9%	25.1%	-0.6%	5.9%	-3.3%	-1.1%	-0.1%	1.9%
COc1cc(/C=C(\C#N)C(=O)Nc2cccnc2)ccc1OC(C)C	.	.	1.4%	3.6%	0.5%	11.1%	-16.0%	.	-0.1%	5.5%
Cc1ccc(C(=O)NC(=S)/C=C2\N(C)c3ccccc3C2(C)C)cc1	-2.8	84	3.1%	10.0%	1.2%	-10.8%	-39.2%	-0.6%	0.4%	-6.9%
O=C(c1cn(-c2ccccc2)nc1-c1cccs1)N1CCN(c2ccc(F)cc2)CC1	5.3	48	?	10.3%	15.8%	7.2%	-1.4%	0.0%	0.8%	-2.1%
CC(C)Nc1nc(NC2CCCC2)nc(N2CCOCC2)n1	1.6	66	.	.	.	-6.2%	-2.2%	.	-0.9%[50 µM]	.
Cc1ccccc1NC(=O)NCCCN1CCN(c2ccccc2)CC1	-1.4	101	-0.5%	6.2%	-3.5%	7.5%	-5.7%	-0.7%	0.4%	0.7%
CC(C)Cc1ccc(CN2CCCC(NC(=O)c3cnc4ccccn4c3=O)C2)cc1 (stereo not drawn)	12.5	60	3.9%	8.7%	7.5%	4.0%	-7.4%	-1.2%	-0.9%[50 µM]	2.4%
COC(=O)c1c(NC(=O)c2ccc(C)c(S(=O)(=O)Nc3ccccc3C)c2)sc2c1CCCC2	5.8	87	-0.7%	7.5%	?	8.0%	2.4%	1.0%	1.7%	3.3%
COc1ccc(CNC(=O)C/C(C)=N/NC(=O)C23CC4CC(CC(C4)C2)C3)cc1	0.9	54	0.3%	14.2%	0.9%	3.2%	6.2%	0.2%	4.3%	3.1%
CCN(CC)CCNC(=O)c1ccc(NC(=O)Cc2ccsc2)cc1	0.3	62	0.1%	8.3%	?	2.3%	-6.5%	-0.2%	-0.1%	-2.6%
